NOD1 NF-kB reporter: NOD1 signaling inhibitors, primary screen, cell-based, luminescence, uHTS (AID 1578) | NOD1-driven NF-kB luciferase reporter cells, luminescence; higher % means a stronger effect | inhibition, % at 4 µM; hits with a dose series show EC50 in µM | 290,000 compounds, 1% hits; in the data active = inhibition mostly above about 36%, no sharp cut-off; inactive = mostly below about 34%;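 note: HEK-293T reporter cells stimulated with the NOD1 agonist gamma-tri-DAP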
Autophagy HCS: autophagy modulators in MEF cells, primary screen, imaging, high-content, MEF GFP-LC3 | MEF GFP-LC3 puncta imaging; test concentration mostly 10 µM | calls only at 10 µM (by protocol) | 190,000 compounds, 0.98% hits;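 active = percentage of spot-positive cells more than 3 SD above its plate mean, without a fluorescence outlier flag or 80% toxicity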;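 note: spot-positive cell cutoff set from DMSO-treated cells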
Ins promoter up: insulin promoter activators in MIN6 cells, imaging, high-content screening, mouse beta cells; MIN6 insulin promoter-GFP reporter; hits give high values; 190,000 compounds, 0.3% hits; z-score at 5 µM; AID 1625, 2009;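 active = z-score above 3 at 5 µM with at least 500 cells counted in the well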
Yfh1-off respiration: enhancers of respiration in Yfh1-depleted yeast, dose response, Friedreich's ataxia, plus single-dose screen (AID 1465) | S. cerevisiae Yfh1-off respiration, WST-1 reduction, 72 h; higher fold induction means a stronger effect | 220,000 compounds, 0.074% hits | fold induction at 50 µM; hits with a dose series show EC50 in µM;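 active = fold induction of absorbance versus untreated yeast above a set limit, then at least 30% activation at any dose in follow-up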;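 note: activators that raise dye reduction in frataxin-depleted yeast; strong numbers were not always called active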
M17LAP inhibition: P. falciparum M17LAP inhibitors, primary screen, biochemical, fluorogenic H-Leu-NHMec substrate, 1536-well (AID 1619). Leucine aminopeptidase (Plasmodium falciparum (isolate 3D7)). recombinant M17LAP, H-Leu-NHMec fluorogenic kinetic assay; higher % means a stronger effect. inhibition, % at 30 µM, or IC50 in µM where a hit was titrated. 220,000 compounds, 0.38% hits;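 active = compound inhibiting the enzyme by more than half at any dose during confirmatory dose-response retesting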;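 note: plate controls were full reaction with DMSO carrier for no effect and no enzyme background for full effect; strong numbers were not always called active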
Dynein cargo inh: inhibitors of GR-EGFP nuclear translocation, primary screen, dynein cargo transport inhibitor project, imaging, high-content, 3617.4 mouse cells. AID 1381, 2008. test concentration mostly 20 µM; stimulated with dexamethasone, 1 µM; hits give low values. 220,000 compounds, 0.47% hits. z-score, hits read low;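 active = plate z-score of nuclear minus cytoplasmic receptor signal below a set negative limit, without overly bright fluorescence or cell loss, cut at about -3.5 in these data, passing the limit was not always enough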;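 note: z-score of nuclear minus cytoplasmic ring GR-EGFP intensity difference per well; some compounds called inactive have numbers as strong as hits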
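Buffer or medium: tet-free, stripped-serum medium; Also added: dexamethasone, 1.0 µM final; Technique: high-content fluorescence imaging after fixation; Times: 48 h induction, 1 h compound, 30 min dex at 37 °C; Read-out: per-cell GR-EGFP intensity, nucleus versus surrounding cytoplasmic ring, well-averaged.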
MT stabilize HCS: microtubule stabilizers in HeLa cells, primary screen, imaging, high-content imaging; HeLa tubulin immunostaining HCS, 24 h; share of cells brighter than vehicle mean+2SD; % tubulin-high responders, % at 10 µM; 200,000 compounds, 0.83% hits;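 active = plate Z-score above 3 for both tubulin-high and condensed-nucleus cell shares, with cell loss under 80%, at 10 µM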;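 note: anti alpha tubulin signal scored within the nucleus-defined area of each cell; some results filed as inactive read as strong as hits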
bCat nuc transl: modulators of beta-catenin nuclear translocation, primary screen, imaging, HeLa cells, immunofluorescence, high-content; nuclear translocation activity, % at 5 µM; 190,000 compounds, 0.3% hits; AID 1665, 2009;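 active = nuclear translocation activity above 50% at 5 µM, with a well cell count of 50 or more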;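 note: per-cell ratio of nuclear to cytoplasmic median beta-catenin stain intensity; plate controls were DMSO negative control for no effect and GSK-3 inhibitor IX positive control for full effect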
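assay system = human HeLa cells, endogenous beta-catenin | times = compound treatment 24 h, 37°C, 5% CO2 | detection = Anti-beta-catenin immunofluorescence on PFA-fixed, Triton-permeabilized cells, DAPI nuclei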
NOD2 inhibition: NOD2 signaling inhibitors, cell-based, luminescence, uHTS, HEK293 (AID 1566); 290,000 compounds, 0.63% hits; inhibition, % at 4 µM; hits with a dose series show EC50 in µM; HEK293 NOD2/NF-kB luciferase reporter, luminescence; higher % means a stronger effect; in the data active = inhibition above about 50%; note: many of its hits are not listed in these tables
Dynein cargo inh cytoplasmic EGFP: also measured in Dynein cargo inh; calls as there; z-score; measured here: cytoplasmic GR-EGFP intensity; hits give high values
Dynein cargo inh nuclear GR-EGFP: recorded beside Dynein cargo inh, whose call it bears; z-score; measured here: nuclear GR-EGFP intensity;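 lower value marks the stronger effect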
Dynein cargo inh cell count: second read-out of Dynein cargo inh, no call of its own (marks repeat the call); z-score; measured here: cell count per field
Ins promoter up cell count: recorded beside Ins promoter up, whose call it bears; cell count; measured here: cytotoxicity, nuclei count;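 total cells summed across four imaged fields per well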
bCat nuc transl cell count 5 µM: recorded beside bCat nuc transl, whose call it bears; cell count; measured here: cell count, cytotoxicity flag
MT stabilize HCS Hoechst-high %: recorded beside MT stabilize HCS, whose call it bears; % Hoechst-high responders; measured here: nuclear condensation Hoechst responders;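 share of cells brighter than vehicle mean plus two SD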
MT stabilize HCS cytotoxicity %: second read-out of MT stabilize HCS, no call of its own (marks repeat the call); toxicity, %; measured here: cytotoxicity by cell density;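 0% = mean cell density of plate MIN control wells and 100% = no cells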
Autophagy HCS cell loss 18 h: recorded beside Autophagy HCS, whose call it bears; toxicity, %; measured here: cell loss, nuclei count;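 cell loss after 18 h compound exposure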
* = called active by the depositor; i = inactive; . = not tested or not shown.

cpd	compound	NOD1 NF-kB reporter	Autophagy HCS	Autophagy HCS cell loss 18 h	Ins promoter up	Ins promoter up cell count	Yfh1-off respiration	M17LAP inhibition	Dynein cargo inh	Dynein cargo inh cytoplasmic EGFP	Dynein cargo inh nuclear GR-EGFP	Dynein cargo inh cell count	MT stabilize HCS	MT stabilize HCS Hoechst-high %	MT stabilize HCS cytotoxicity %	bCat nuc transl	bCat nuc transl cell count 5 µM	NOD2 inhibition
1	COc1ccc(/C(C)=N/NC(=O)c2ccc(N(C)C)cc2)cc1	-20%	i	13	0.15	1451	.	11%	-0.56	-0.18	0.4	-0.62	2.6	1.8	8.2	-0.5	1376	17%
2	COc1ccccc1CN(C)C(=O)c1ccc2c(c1)NC(=O)CS2	-12%	i	-14	-0.22	924	.	9%	1.1	-0.27	1	0.22	1.5	1.3	8.0	-6.2	1236	0%
3	Cc1ccc(NC(=O)Cn2ccc([N+](=O)[O-])n2)cc1Cl	-24%	i	-6	-0.01	1575	i	-1%	0.72	-0.29	0.16	-1.1	2.5	1.6	5.2	-4.8	1098	15%
4	Cc1[nH]n(C)c(=O)c1N=Nc1ccc(S(C)(=O)=O)cc1	-8%	.	.	0.08	1458	i	13%	-0.1	-0.27	-0.099	0.4	.	.	.	-0.6	1042	7%
5	O=C(Nc1ccccc1-c1nc2ccccc2s1)c1cccnc1	-21%	i	-2	-0.82	1311	i	0%	-0.2	-0.24	0.086	-0.13	4.0	14	22	2.4	976	7%
6	O=C1OCCC1Sc1nc2ccccc2n1Cc1ccccc1 (stereo not given)	4%	i	-3	-0.15	1261	i	11%	0.15	-0.24	0.35	0.052	3.4	2.8	5.4	.	.	15%
7	Cn1nnnc1SCC(=O)c1ccc(Br)s1	4%	i	-2	2.4	1675	i	2%	-0.78	-0.16	-0.18	0.51	2.5	2.6	7.8	-1.2	1382	-10%
8	Cc1nnc(SCC(=O)Nc2ccc(N(C)C)cc2)n(N)c1=O	-12%	i	10	-0.15	1263	i	-1%	-0.39	-0.067	-0.15	0.94	2.5	2.2	5.8	-1.6	1119	14%
9	COc1ccc(-n2c(C)cc(/C=C(\C#N)C(=O)NCc3ccco3)c2C)cc1	18%	i	3	0.62	1348	i	-9%	0.012	-0.24	0.079	0.28	4.6	2.6	5.7	0.8	1015	8%
10	Cc1ccc(-c2nnc(N(C)C(=O)c3ccccn3)s2)cn1	-2%	i	0	0.1	1282	i	10%	-0.45	-0.088	0.31	1.4	3.1	1.0	2.1	.	.	2%
11	O=C(CN1C(=O)S/C(=C\C=C\c2ccccc2)C1=O)Nc1ccccc1C(=O)O	3%	.	.	-0.29	1377	i	5%	-0.4	-0.16	-0.16	0.16	.	.	.	1.7	1242	8%
12	CCN(CC)c1ccc(/C=N/NC(=O)Cc2cccs2)c(O)c1	-11%	i	24	-0.79	964	i	2%	-0.24	-0.25	-0.44	0.37	1.3	0.9	16	3.0	447	-17%
13	CCc1nnc(NC(=O)CN2CCN(c3nc(-c4ccccc4)cs3)CC2)s1	-2%	i	11	.	.	i	8%	0.049	-0.23	0.52	-1.1	4.3	2.1	4.5	0.7	1161	5%
14	COc1ccc(C2=Nn3c(nnc3-c3ccccn3)SC2)cc1	-8%	i	-10	0.04	998	i	23%	-0.12	-0.022	0.41	-1	52*	30*	40*	-0.7	1238	-26%
15	O=C(CN1CCC(n2nnc3cc(F)ccc32)CC1)NNC(=O)c1ccccc1	7%	i	-5	-0.14	1625	i	19%	0.95	0.62	0.84	-1.3	1.1	1.1	11	-1.0	1395	15%
16	CCOc1ccc2nc(NCCNC(=S)NCCCN(C)C)c(C#N)cc2c1	-19%	i	-38	.	.	i	-2%	2.2	-0.13	1.6	-1.4	3.4	2.0	9.9	-2.1	908	-1%
17	COc1ccc(OC(C)C(=O)Nc2ccc([N+](=O)[O-])cc2)cc1 (stereo not given)	-19%	i	18	-0.77	1361	i	-1%	0.015	-0.19	0.23	0.38	2.2	0.9	4.6	-4.2	1099	9%
18	C=CCn1c(SCC(=O)NC2CCCCC2)nnc1C(C)NC(=O)c1cccs1 (stereo not given)	-11%	i	3	0.8	1796	i	9%	-0.15	-0.22	0.29	-0.071	2.7	0.3	21	-0.1	1016	-4%
19	COc1ccccc1NC(=O)CCNC(=O)Cn1ccc2ccccc2c1=O	-22%	i	-7	-0.3	1419	i	12%	-1.2	-0.13	-0.18	0.94	1.7	3.9	8.4	1.4	1373	-2%
20	CCSc1nnc(Nc2ccccc2)s1	-50%	i	8	-0.07	1278	i	7%	-1.2	-0.37	-0.56	0.64	2.0	2.0	4.9	0.4	1176	-50%
21	Cc1cccc(-n2ncc3c(N4CCCc5ccccc54)ncnc32)c1	-56%	i	-9	-0.35	1080	i	0%	-0.95	1.9	-0.045	-0.099	30	1.3	62	.	.	-84%
22	Cc1cc(N(C)C)nc(SC(C)C)n1	-18%	i	0	0.02	1824	i	-1%	-0.59	-0.042	-0.48	1.6	1.4	1.4	7.9	0.1	1123	-2%
23	CC(=O)Nc1ccc(S(=O)(=O)N2CCC(n3cnc4cc(F)ccc43)CC2)cc1	23%	i	9	-0.16	1289	i	1%	0.43	-0.16	0.39	0.26	6.6	3.1	1.0	-7.4	991	15%
24	O=C(CCc1ccccc1)NNc1cc(N2CCCCC2)nc(N2CCCCC2)n1	4%	i	16	1.1	1171	i	2%	-0.061	-0.017	0.091	0.54	1.8	0.9	1.0	-1.3	1061	16%
25	COc1ccc(CCNCC(=O)Nc2ccc(C)c(S(=O)(=O)N(C)C)c2)cc1OC	-4%	.	.	-0.12	1480	i	0%	1.1	-0.18	0.37	-0.83	.	.	.	-1.2	1069	6%
26	N#CCCCSc1ncccc1-c1nc2ccccc2[nH]1	.	i	9	.	.	i	-5%	-0.049	-0.21	0.06	-0.15	6.6	2.7	5.4	.	.	.
27	CCN(CC)CCN1C(=O)C(O)=C(C(=O)c2cccs2)C1c1ccc(C)o1 (stereo not given)	-20%	i	0	-0.49	1053	i	19%	0.16	0.093	-0.0058	-0.76	5.0	1.5	8.1	.	.	2%
28	CCOC(=O)Cc1csc(NS(=O)(=O)c2ccc(Br)cc2)n1	-31%	i	14	1.8	1639	i	9%	-0.079	-0.31	0.48	0.4	4.1	2.2	8.9	0.0	1022	-19%
29	CCOC(=O)c1ccc(NC(=O)C(=O)NCC2(c3ccc(OC)cc3)CCOCC2)cc1	9%	.	.	0.33	1086	i	6%	-0.45	-0.27	-0.27	0.94	.	.	.	-1.3	1400	11%
30	CN(C)c1ncc(S(=O)(=O)c2ccccc2)c(N)n1	2%	i	-7	.	.	i	10%	-0.82	-0.27	-0.19	0.37	3.8	1.1	9.1	-0.2	1486	4%

Additional compounds follow:
cpd	compound	NOD1 NF-kB reporter	Autophagy HCS	Autophagy HCS cell loss 18 h	Ins promoter up	Ins promoter up cell count	Yfh1-off respiration	M17LAP inhibition	Dynein cargo inh	Dynein cargo inh cytoplasmic EGFP	Dynein cargo inh nuclear GR-EGFP	Dynein cargo inh cell count	MT stabilize HCS	MT stabilize HCS Hoechst-high %	MT stabilize HCS cytotoxicity %	bCat nuc transl	bCat nuc transl cell count 5 µM	NOD2 inhibition
31	O=C1NC(=O)C2(CCc3ccccc32)N1 (stereo not given)	-2%	i	-2	0.81	1461	i	-4%	0.051	2.2	0.42	-0.84	8.6	1.9	3.5	-0.9	1463	-6%
32	O=c1[nH]cnc2sc3c(c12)CCCC3	22%	i	-5	0.43	1116	i	5%	-0.26	-0.26	-0.76	-0.51	3.8	1.8	13	0.0	801	28%
33	O=C(Nc1ccc(NC(=O)c2ccco2)cc1)c1ccc2c(c1)OCCO2	-24%	i	-10	-0.06	1229	i	-6%	-0.28	0.2	0.49	-0.63	4.1	2.7	8.9	-1.5	1159	3%
34	COC(=O)c1cc(NC2c3ccccc3C(=O)N2c2ccc(Cl)cn2)cc(C(=O)OC)c1 (stereo not given)	-12%	i	-11	-1.3	903	i	4%	-0.21	-0.14	0.23	0.37	3.3	3.1	8.6	-0.7	1119	11%
35	CN(C(=O)c1ccc2c(=O)n3c(nc2c1)CCCCC3)c1ccccc1	-3%	i	1	0.2	1193	i	12%	-0.97	-0.044	-0.25	0.36	2.6	2.4	2.8	-2.6	1135	-4%
36	O=C(NNc1cccc(Cl)n1)C(F)(F)F	-23%	i	-3	1	928	i	-5%	0.39	-0.19	0.49	0.49	2.2	2.4	9.3	-0.2	1017	-16%
37	C=CCOc1ccc(Br)cc1CNC(C)(C)CO	-3%	i	11	-0.31	1471	i	3%	0.35	-0.14	0.7	-0.55	4.0	2.5	3.8	0.0	1518	7%
38	Cn1c(=O)c2[nH]cnc2n(-c2ccccc2)c1=O	-19%	i	1	-0.16	1334	i	5%	0.58	-0.29	0.28	0.53	3.4	2.6	8.2	-5.4	1240	6%
39	CN(CCCNC(=O)c1cn(C)c2ccc(S(=O)(=O)N(C)C)cc2c1=O)c1ccccc1	15%	.	.	-0.9	1574	i	2%	0.4	-0.23	0.38	0.0077	3.6	3.0	6.6	0.5	1101	14%
40	Cc1cccc(CC(=O)Nc2cc(=O)n(C)c(=O)n2C)c1	-14%	i	15	0.58	1866	i	-6%	0.4	-0.12	0.47	0.12	2.3	0.9	6.2	-1.0	1009	4%

High-throughput results as filed in PubChem.

These rows are one share of the data; count on the stated rates, not on these rows.
